PKA-R1A act: activates the PKA-R1A holoenzyme complex | PKA-R1A dissociation, Cy5-IP20 fluorescence polarization; scaled: DMSO 0%, 113 µM cGMP 100% | activation, % at 11.4 µM | actives 0.083% (n = 340,000);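 active = percent activation above the mean of all tested compounds plus 3 SD, cut at about 19% in these data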;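 also: higher means more PKAc released from R1A so a rise in polarization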
Arrestin-AP2 inh: inhibitors of human beta-arrestin and AP2 interaction | inhibition, % at 10 µM | AID 504490 | FITC-arrestin peptide / GST-AP2 beads, flow cytometry; AP2 beta2 appendage carries R879A mutation | actives 0.31% (n = 340,000);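 active = inhibition above a set limit, near 3 SD of compounds lacking own fluorescence, cut at about 54% in these data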;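 also: plate controls were DMSO wells for no effect and 5 µM unlabelled arrestin peptide for full effect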
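System: GST-AP2 R879A glutathione beads; medium: PBS, Tween 20 0.05%, BSA 0.1%; reagent: fluorescein-tagged arrestin peptide at 50 nM final; schedule: pre-incubation 12 min, peptide binding 1 h, room temperature; detection: flow cytometry, FL1 (488/535 nm); read-out: inhibition as reduced fluorescein signal on beads, percent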
OPRM1-OPRD1 inv: inverse agonists of human mu-delta opioid receptor heterodimerization | P35372+P41143 | cell-based MOR-DOR heterodimer luminescence, inverse agonism | actives 0.21% (n = 340,000) | inhibition, % at 9.3 µM; in the data active = inhibition above about 22%, passing the limit was not always enough;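 also: 0% = cells with DMSO and 100% = wells without cells with DMSO; values of inactives mirror those of a sister screen read the other way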
HTR5A ag ctr: activates human HTR5A in OPRM1-OPRD1 agonist counter-screen; P47898; HTR5A agonist assay, luminescence, cell-based; activation, % at 9.3 µM; actives 0.61% (n = 340,000); AID 504692; in the data active = activation mostly above about 9.5%, no sharp cut-off; inactive = mostly below about 7.6%;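 also: 0% = cells with vehicle only and 100% = reference agonist; strong numbers were not always called active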
DAGLB inh: blocks human DAGLB lipase activity; Q8NCG7; HEK293T DAGLB membrane lysate, EnzChek fluorogenic substrate; inhibition, % at 5.17 µM; actives 0.059% (n = 340,000); in the data active = inhibition above about 34%;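 also: 0% = enzyme with vehicle and 100% = wells lacking enzyme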
Target sequence (Q8NCG7 whole entry, looked up): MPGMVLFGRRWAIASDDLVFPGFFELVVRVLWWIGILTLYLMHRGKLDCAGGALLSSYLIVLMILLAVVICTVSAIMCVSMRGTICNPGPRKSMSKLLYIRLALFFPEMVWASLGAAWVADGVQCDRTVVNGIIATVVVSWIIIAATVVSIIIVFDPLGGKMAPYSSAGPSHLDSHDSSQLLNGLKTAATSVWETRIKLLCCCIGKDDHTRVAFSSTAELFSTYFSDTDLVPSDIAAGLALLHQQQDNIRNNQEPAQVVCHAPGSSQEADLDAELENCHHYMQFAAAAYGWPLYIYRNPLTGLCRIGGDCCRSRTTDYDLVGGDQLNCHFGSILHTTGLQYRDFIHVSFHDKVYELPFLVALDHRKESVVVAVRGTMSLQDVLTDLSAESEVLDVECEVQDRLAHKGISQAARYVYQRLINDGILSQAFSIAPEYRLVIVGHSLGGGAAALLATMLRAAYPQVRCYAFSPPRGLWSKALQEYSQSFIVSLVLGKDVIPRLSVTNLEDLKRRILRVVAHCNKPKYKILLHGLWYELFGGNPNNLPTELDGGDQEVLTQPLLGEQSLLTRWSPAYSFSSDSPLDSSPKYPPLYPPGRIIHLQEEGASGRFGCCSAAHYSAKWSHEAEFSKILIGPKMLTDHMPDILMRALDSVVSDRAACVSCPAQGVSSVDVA
OPRM1-OPRD1 ag: OPRM1-OPRD1 heterodimerization agonism; P35372+P41143; cells, luminescence; activation, % at 9.3 µM; actives 0.3% (n = 340,000); AID 504326; in the data active = activation above about 18%;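 also: 0% = vehicle-treated cells and 100% = reference agonist; values of inactives mirror those of a sister screen read the other way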
HTR5A inv ctr: inverse agonist of human HTR5A in OPRM1-OPRD1 counter-screen; HTR5A cell line, luminescence, inverse agonism; P47898; actives 0.083% (n = 340,000); inhibition, % at 9.3 µM; AID 504634; in the data active = inhibition mostly above about 23%, no sharp cut-off; inactive = mostly below about 18%;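 also: 0% = cells with DMSO and 100% = no-cell wells with DMSO; some compounds called inactive have numbers as strong as hits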
Pemphigus Ab inh: inhibitors of pemphigus antibody binding to human desmoglein-3. P32926. DSG3-coupled beads, scFv-anti-DSG3-GFP binding, flow cytometry; hits give low values. binding (percent of control), % at 10 µM. actives 0.48% (n = 310,000);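 active = binding more than 3 SD below its plate's average and above zero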;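 also: hits lower antibody fragment binding to DSG3; some compounds called inactive have numbers as strong as hits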
V-ATPase pH: regulators of yeast V-ATPase proton transport; S. cerevisiae, pHLuorin cytosolic pH fluorescence; actives 0.37% (n = 350,000); AID 504577; response, % at 10 µM; in the data active = response mostly above about 7.3%, no sharp cut-off; inactive = mostly below about 5.4%; also: actives read high; inactives centre near 0; some compounds called inactive have numbers as strong as hits; reference of the scale not given here
PKA-R2B act: activates the human PKA-R2B holoenzyme complex; P22694+P31323; PKA-R2B holoenzyme dissociation, Cy5-IP20 fluorescence polarization; R2B truncated from residue 108, S112A mutant; 0% DMSO only, 100% 113 µM cGMP; activation, % at 11.4 µM; actives 0.079% (n = 340,000);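 active = activation above a cutoff set at the mean over all compounds plus 3 SD, cut at about 18% in these data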;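 also: higher means more holoenzyme dissociation and a rise in polarization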
Target sequence (P31323 whole entry, looked up, other chains not shown, the tested form may be a part): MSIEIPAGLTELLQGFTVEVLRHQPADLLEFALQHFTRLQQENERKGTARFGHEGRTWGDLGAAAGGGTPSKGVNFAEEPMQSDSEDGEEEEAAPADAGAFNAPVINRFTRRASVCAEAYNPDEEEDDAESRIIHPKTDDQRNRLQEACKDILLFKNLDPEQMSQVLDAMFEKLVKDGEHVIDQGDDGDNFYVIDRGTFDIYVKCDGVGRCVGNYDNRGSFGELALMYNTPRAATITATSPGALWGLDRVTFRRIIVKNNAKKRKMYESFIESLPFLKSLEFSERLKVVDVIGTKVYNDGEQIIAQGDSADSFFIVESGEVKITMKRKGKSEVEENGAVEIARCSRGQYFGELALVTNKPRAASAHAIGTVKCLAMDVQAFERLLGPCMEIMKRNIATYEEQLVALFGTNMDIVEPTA
Numbers without * were called inactive; · = no result given.

nr	Compound	PKA-R1A act	PKA-R2B act	V-ATPase pH	HTR5A inv ctr	HTR5A ag ctr	OPRM1-OPRD1 ag	DAGLB inh	Arrestin-AP2 inh	OPRM1-OPRD1 inv	Pemphigus Ab inh
1	CCOC(=O)Cc1csc(NC(=S)NC(=O)c2ccccc2C)n1	0	7	3	-8	3	-2.0	-5	-4	11	84
2	O=C(CSc1ccc(-c2ccccn2)nn1)c1ccc([N+](=O)[O-])cc1	-19	-12	4	-3	1	1.4	0	37	-7	92
3	S=c1[nH]c(-c2ccccc2)cn1/N=C/c1cccs1	-10	-6	0	-4	1	3.9	0	13	-21	83
4	CCN(CC(=O)NCc1ccc(F)cc1)C(=O)C(C)Oc1cccc(Cl)c1 (configuration not stated)	10	-1	-3	25	-4	-3.1	0	-8	12	86
5	CC(C)CN(C(=O)COC(=O)C1CC1)c1c(N)n(Cc2ccccc2)c(=O)[nH]c1=O	-2	-1	6	7	0	-0.1	5	-6	1	102
6	Cc1ccc(NC(=O)NC(=O)COc2c(F)c(F)cc(F)c2F)c(C)c1	6	-7	3	3	-1	5.0	0	-4	-25	97
7	COc1ccc(CC(=O)OCC(=O)Nc2ccc3[nH]c(=O)[nH]c3c2)cc1	2	1	-1	-7	3	-1.2	-1	-10	8	100
8	O=C(NCc1ccccc1)C1CCCN(c2cnccn2)C1 (configuration not stated)	-3	2	-1	8	-1	-3.2	0	-28	17	106
9	COC(=O)c1ccc(C(NC(=O)OCc2ccccc2)/C(F)=C/[C@@H](C)C(=O)NCc2ccc(OC)c(OC)c2)cc1 (some centres not stated)	-3	3	0	21	-3	3.2	-2	-7	-18	99
10	Cc1ccc(NC(=O)c2ccc(-c3nn(C)c(=O)c4ccccc34)cc2)cc1	-7	0	3	-23	9	0.0	-2	10	0	103
11	Cn1ccnc1-c1nnn(-c2ccc(Cl)c(Cl)c2)n1	-1	4	1	3	2	1.0	-1	31	-6	99
12	CC1CN(c2ccc([N+](=O)[O-])cc2Cl)CCN1S(C)(=O)=O (configuration not stated)	-7	-3	7	-20	-2	-2.6	1	8	14	92
13	O=[N+]([O-])c1ccc(S(=O)(=O)Nc2nnc(C(F)(F)F)s2)cc1	0	6	0	1	0	1.7	11	1	-8	116
14	COc1ccc(NC(=O)/C(=C\c2ccc(OC)c(OC)c2)NC(=O)c2ccco2)cc1	8	10	1	-5	2	-1.6	1	-8	6	107
15	Cn1c(OCc2cccnc2)nc2c1c(=O)n(Cc1ccccc1)c(=O)n2C	-13	-7	0	10	2	-0.2	2	5	1	99
16	CC(NC(=O)c1ccccc1O)c1ccccc1 (configuration not stated)	8	11	-1	1	0	-3.0	-3	-2	17	98
17	Cc1ccc(C)c(N2CCN(C(=O)c3nn(C)c4c3CS(=O)(=O)c3ccccc3-4)CC2)c1	-7	-4	-1	0	0	-0.1	1	-12	0	111
18	O=C(NNc1c2ccccc2nc2ccccc12)c1cc2ccccc2cc1O	-1	-5	-2	19	-7	-4.9	64*	15	25	96
19	O=C(NC(=S)NNS(=O)(=O)c1ccccc1)c1cccnc1	-5	-3	2	-14	5	-1.3	-5	23	7	103
20	COC(=O)Nc1ccc2c(c1)OCO2	-3	7	4	-6	0	-0.1	3	7	0	106
21	CN(C)S(=O)(=O)c1ccc(-c2csnn2)s1	1	-2	2	10	2	-0.8	-2	-11	5	96
22	CCCn1c(SCC(=O)NCCCN2CCCC2=O)nc2ccccc2c1=O	4	0	-2	-15	6	-3.5	-4	6	14	102
23	COc1ccc(Cc2nc3ccc(C(=O)NCc4cccc(C)n4)cc3o2)cc1OC	5	6	-1	·	·	·	0	·	·	99
24	O=C(O)CC(CC(=O)Nc1ccc(-c2ccccc2)cc1)c1ccccc1 (configuration not stated)	-1	-4	-1	8	-2	-1.1	4	-4	5	98
25	CCSc1nsc(NC(=O)Nc2ccccc2OC)n1	0	-8	3	-28	10	4.9	-4	40	-25	106
26	CC(C)n1c(NCc2ccc(Cl)cc2)nc2ccccc21	-2	-6	-1	-11	-6	-1.1	-1	-7	6	104
27	O=C(O)CC1(CC(=O)NCc2ccc(C(F)(F)F)cc2)CCCCC1	0	8	1	-17	4	-2.1	1	-2	11	102
28	Cc1ccc(C)c(N(CC(=O)NCCc2ccccc2)C(=O)CCC(=O)Nc2ccccn2)c1	-3	6	-1	3	-1	-2.9	3	-15	15	111
29	Cc1ccc(Oc2ncc(-c3ccc(Cl)cc3)cn2)cc1	-11	1	-2	11	-5	0.5	-2	-3	-2	·
30	Cc1oc(-c2ccccc2F)nc1CS(=O)(=O)CC(=O)NCCCN(C)C1CCCCC1	2	8	3	-4	1	0.0	2	2	0	97
31	O=C(Nc1ccnn1C1CCN(C2CCC2)CC1)c1ccccc1Cl	-4	1	-1	-5	2	-1.4	-1	-2	8	111
32	COc1ccc(C(C)=O)cc1CSc1nc2ccccc2o1	-12	-15	-1	-4	-1	1.5	0	2	-9	119
33	Cc1nc2ccccc2c(=O)n1NC(=O)COc1ccccc1	-7	-13	-4	1	-1	-2.9	1	-3	17	97
34	Cc1nn(CC(O)Cn2cnc3c2c(=O)n(C)c(=O)n3C)c(C)c1Br (configuration not stated)	-12	-3	-2	1	0	0.1	0	11	-1	97
35	COc1ccc(CN(C)Cc2c(O)ccc3cc(Br)ccc23)cc1OC	4	12	-10	-24	8	4.4	-4	-1	-28	·
36	CCn1c(NCc2ccc3c(c2)OCO3)nc2ccccc21	-13	-14	0	2	7	-0.1	-3	1	1	109
37	Clc1ccc(Oc2nnnn2-c2ccccc2)cc1	-15	4	-5	-10	0	5.1	-7	0	-32	·
38	CCOC(=O)c1cc(-c2ccc(OC)cc2)nn1-c1ccccc1C(=O)O	3	-8	-1	5	-2	-2.1	-1	-6	11	97
39	CC(=Nc1ccccc1)C1=C(O)C(Cc2ccc(O)cc2)NC1=O (configuration not stated)	4	4	0	-22	6	0.8	-1	6	-4	·
40	Cc1ccc(-c2ccc(CCC(=O)O)o2)cc1	0	-2	10	-17	2	0.2	1	5	-1	101
41	COc1cc(C(F)(F)F)c(C(=O)N(C)c2ccc(Cl)cc2)cn1	1	1	-4	-12	0	0.2	-4	21	-1	118
42	COC(=O)CN(C(=O)CSc1nnc(-c2cccc(OC)c2)o1)c1ccc(OC)cc1	-4	0	6	-3	2	-0.4	-1	17	2	97
43	NC(=O)C1CCN(c2oc(-c3cccs3)nc2S(=O)(=O)c2ccc(Cl)cc2)CC1	4	1	1	-1	0	-4.8	0	-12	19	104
44	CCOc1ccc(CC(=O)NC2CC(C)(C)N(C)C(C)(C)C2)cc1OCC	-4	4	3	3	-1	-3.1	2	-11	12	104
45	O=C(CSc1n[nH]c(-c2ccccn2)n1)Nc1ccc(Cl)cc1	0	1	2	-3	1	-3.0	3	-10	16	106
46	O=C(Nc1ccc2c(c1)OCCO2)C1CCN(S(=O)(=O)c2ccccc2)CC1	0	2	4	-10	8	-0.6	-5	2	3	103
47	CC1=NN(c2ccc(Cl)cc2)C(=O)C1C(c1cccc(O)c1)c1c(C)[nH]n(-c2ccc(Cl)cc2)c1=O (configuration not stated)	-6	-11	-5	-23	9	-3.4	9	1	20	109
48	CSc1ccc(/C=C(\NC(=O)c2ccccc2)C(=O)NN)cc1	0	1	-6	-1	-4	-1.7	0	-11	9	98
49	CCCn1c(=O)c2ccccc2n2c(SCC(=O)c3cc(C)n(CCOC)c3C)nnc12	1	-5	-2	11	1	-2.2	1	8	12	98
50	COc1ccc(NC(=O)c2ccccc2O)c(OC)c1	-2	2	4	-10	3	-2.2	-3	-4	12	101
51	CC1=C(C)C(=O)N(c2ccccn2)C1=O	-2	-2	8	-5	0	-2.6	2	2	12	·
52	CCCn1c(SCC(=O)NC2CCCCC2)nnc1C1CC1	13	1	-5	8	4	-2.1	-1	39	7	109
53	C/C(=C\C(=O)Nc1cscc1C)C(=O)O	-8	2	2	16	1	-2.4	-2	-8	12	113
54	O=C(N/N=C1\CCCc2ccccc21)c1ccc([N+](=O)[O-])cc1	-3	-7	3	-10	10	1.9	-2	7	-10	96
55	O=C(CNC(=O)c1ccccc1F)NCC(c1cccs1)N1CCOCC1 (configuration not stated)	-17	-1	0	-2	1	-2.1	1	7	9	·
56	O=C(CCCN1C(=O)S/C(=C\C=C\c2ccccc2)C1=O)Nc1ccc(O)cc1	-3	-4	-2	4	0	0.1	-1	2	0	110
57	CN(C)CCOC(=O)NCC12CC3CC(CC(C3)C1)C2	8	-2	-3	0	6	-1.2	-1	40	7	109
58	CCSc1nnc(N)s1	-17	-14	3	-23	0	-3.9	0	4	18	102
59	C[C@@H]1CN([C@@H](C)CO)C(=O)CCCn2nncc2CO[C@@H]1CN(C)S(=O)(=O)c1ccccc1C#N	-8	1	0	·	·	·	-2	·	·	108
60	O=C(NN1C(=O)/C(=C/c2ccc(O)c([N+](=O)[O-])c2)SC1=S)c1ccccc1Cl	1	1	4	28*	-3	-5.4	45*	21	26	101

Later entries
nr	Compound	PKA-R1A act	PKA-R2B act	V-ATPase pH	HTR5A inv ctr	HTR5A ag ctr	OPRM1-OPRD1 ag	DAGLB inh	Arrestin-AP2 inh	OPRM1-OPRD1 inv	Pemphigus Ab inh
61	CCCCNC(=O)OCC(CC)NC(=O)OCC(C)C (configuration not stated)	-6	9	0	4	-2	-2.1	-1	2	12	99
62	ClCc1nnc(-c2ccccc2)o1	-2	-4	-3	22	-4	-1.9	0	-10	9	84
63	O=C(NCc1ccco1)c1cc2n(n1)C(C(F)(F)F)CC(c1ccc(Cl)c(Cl)c1)N2 (configuration not stated)	-6	-12	-1	-15	2	2.3	-3	23	-11	104
64	CCC1(CC)Cc2ccccc2-c2nc(CN3CCOCC3)[nH]c(=O)c21	5	-5	-3	19	4	0.4	-2	-9	-2	87
65	CN(Cc1c(F)cccc1Cl)C(=O)COC(=O)Cn1cnc2ccccc2c1=O	1	7	-2	·	·	·	0	·	·	99
66	CC(C)OCCCNc1ncnc2c1cnn2-c1ccccc1	-2	5	2	12	-5	0.3	-4	6	-2	116
67	CCCn1c(O)c(C=Nc2ccccc2)sc1=S	-11	-2	0	1	0	8.9	-4	-13	-45	97
68	CC(CCc1ccccc1)NC(=O)c1ccccc1C(=O)O (configuration not stated)	8	-3	3	-8	2	-1.4	-2	-5	6	95
69	COc1ccccc1CN1CC(C(=O)NCc2ccc(SC)cc2)CCC1=O (configuration not stated)	4	0	0	-2	1	-0.1	-1	-3	0	88
70	COc1ccc(CN(C(=O)c2cc(=O)c3ccccc3o2)C2CCS(=O)(=O)C2)cc1 (configuration not stated)	-1	3	-1	6	-1	-3.0	-1	3	15	98
71	O=C(CCn1cnc2ccccc2c1=O)Nc1ccc2c(c1)OCCO2	-5	-4	12	-7	1	0.3	0	18	-2	94

Bioassay records: PubChem BioAssay, several laboratories
